Runt-CBFb FRET: inhibitors of human RUNX1 Runt domain binding to CBFb | Q01196+Q13951 | AID 1496 | actives 0.46% (n = 220,000) | Cerulean-Runt/Venus-CBFb FRET ratio 530/480, 1 h | inhibition, % at 20 µM;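 active means inhibition over about 50% at 20 µM in the single-dose screen, limit read from the data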;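 further: 0% = DMSO wells and 100% = excess unlabeled CBFb competitor control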
Target sequence (Q01196 whole entry, looked up, the tested form may be a part): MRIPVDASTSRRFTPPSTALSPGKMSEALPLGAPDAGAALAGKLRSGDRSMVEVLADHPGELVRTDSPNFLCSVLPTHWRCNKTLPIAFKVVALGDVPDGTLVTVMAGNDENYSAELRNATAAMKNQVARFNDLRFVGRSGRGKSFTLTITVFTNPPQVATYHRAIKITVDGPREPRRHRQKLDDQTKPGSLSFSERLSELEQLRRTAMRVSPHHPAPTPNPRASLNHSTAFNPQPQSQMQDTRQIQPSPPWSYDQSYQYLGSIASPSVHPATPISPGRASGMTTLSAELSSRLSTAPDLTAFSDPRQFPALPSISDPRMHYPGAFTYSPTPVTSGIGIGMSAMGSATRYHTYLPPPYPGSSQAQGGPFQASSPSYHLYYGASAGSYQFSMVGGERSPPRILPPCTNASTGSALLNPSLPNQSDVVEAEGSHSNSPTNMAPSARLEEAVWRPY
Target sequence (Q13951 whole entry, looked up, the tested form may be a part): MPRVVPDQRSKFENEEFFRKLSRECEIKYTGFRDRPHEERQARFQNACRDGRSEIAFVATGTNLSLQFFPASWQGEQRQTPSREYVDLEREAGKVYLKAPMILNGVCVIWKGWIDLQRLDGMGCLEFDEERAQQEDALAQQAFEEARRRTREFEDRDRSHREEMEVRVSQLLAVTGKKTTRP
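Measured by: fluorescence energy transfer, 422 nm excitation, 530/480 nm emission; Assay system: Cerulean-Runt domain; Medium: Tris pH 7.5 buffer with BSA; Measure: loss of energy transfer signal; Controls: 5 µM unlabeled CBFb as full-inhibition high control; Incubation: protein complex preformed 1 h, compound exposure 1 h, room temperature, dark.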
NPY-Y1 PAM-ag: human NPY-Y1 potentiation or agonism, primary screen; P25929; activation, % at 3.6 µM; actives 0.37% (n = 220,000); NPY-Y1 expressing cells, potentiator/agonist activation; in the data active means activation above about 33%, passing the limit was not always enough;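 further: cells stimulated with NPY at EC10 then isoproterenol at EC100; 0% = low agonist plus stimulus and 100% = saturating agonist plus stimulus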
Ba/F3 V617F tox: loss of viability in JAK2V617F-driven Ba/F3 cells | actives 1.1% (n = 220,000) | Ba/F3 EpoR-JAK2V617F viability, ATP luminescence | AID 1446 | inhibition, % at 5.6 µM;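 active means inhibition above the campaign mean plus 3 SD over all tested compounds, cut at about 24% in these data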;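 further: cytokine-independent growth of Ba/F3 cells driven by EpoR plus mutant JAK2; 0% = DMSO-treated cells and 100% = JAK inhibitor I control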
NPY-Y2 PAM-ag: human NPY-Y2 potentiation or agonism, primary screen | AID 1359 | P49146 | actives 0.45% (n = 220,000) | cells expressing NPY-Y2, potentiator/agonist read-out | activation, % at 3.6 µM; in the data active means activation above about 27%;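 further: cells stimulated with NPY near EC25 plus isoproterenol at EC100; 0% = vehicle plus submaximal agonist and 100% = vehicle plus saturating agonist; some results beyond the cut were filed as inactive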
S1P4 antagonist: antagonists of human S1P4 receptor; S1P4-expressing cells, antagonist mode, reporter read-out; inhibition, % at 4.98 µM; actives 0.26% (n = 220,000); in the data active means inhibition above about 29%;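 further: 0% = wells stimulated with agonist and 100% = vehicle wells without agonist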
BaF3 tox: parental Ba/F3 viability inhibition as JAK2V617F counter-screen | CellTiter-Glo ATP luminescence | inhibition, % at 5.6 µM | actives 1.1% (n = 220,000);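 active means inhibition above a per-campaign cutoff, the mean inhibition of all tested compounds plus 3 SD, cut at about 27% in these data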;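 further: 0% = DMSO wells and 100% = JAK Inhibitor I control wells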
RBBP9 inhibitor: human RBBP9 hydrolase inhibition | O75884 | recombinant RBBP9, FP-Rh probe fluorescence polarization | inhibition, % at 7.94 µM | actives 0.2% (n = 220,000) | AID 1515;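 active means inhibition above the campaign mean of all tested compounds plus 3 SD, cut at about 14% in these data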;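 further: plate controls were DMSO wells with RBBP9 for no effect and wells lacking RBBP9 protein for full effect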
Target sequence (O75884 whole entry, looked up): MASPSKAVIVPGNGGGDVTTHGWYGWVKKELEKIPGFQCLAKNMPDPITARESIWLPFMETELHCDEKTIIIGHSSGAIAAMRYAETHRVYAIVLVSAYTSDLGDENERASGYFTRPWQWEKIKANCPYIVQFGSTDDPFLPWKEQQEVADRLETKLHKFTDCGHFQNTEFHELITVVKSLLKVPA
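Test system: recombinant human RBBP9. Quantity: 2.5 µM RBBP9 dispensing solution, before mixing. Detection: FP readout at 525/598 nm. Reagent: Serine-hydrolase probe FP-Rh, 375 nM pre-mixing. Measure: % inhibition. Control set: DMSO-treated enzyme wells and wells lacking RBBP9. Buffer or medium: Tris-NaCl-Pluronic buffer, pH 8.0. Times: preincubation 30 min plus labeling 45 min at 25 °C.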
S1P4 ag: human S1P4 receptor agonism | S1P4-expressing cell line, agonist reporter assay | activation, % at 4.98 µM | actives 0.35% (n = 220,000) | AID 1509; in the data active means activation above about 11%;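 further: 0% = DMSO vehicle and 100% = reference agonist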
NPY Y1 blocker: NPY-Y1 (human) receptor antagonism; P25929; HEK293-CNG Y1 cells, membrane potential fluorescence; NPY at EC95, then isoproterenol; inhibition, % at 3.6 µM; actives 1% (n = 200,000);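 active means inhibition above the campaign mean inhibition of all tested compounds plus 3 SD, cut at about 20% in these data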;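 further: 0% = DMSO wells given NPY plus isoproterenol and 100% = isoproterenol alone without NPY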
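Benchmarks – high control isoproterenol alone, low control NPY with isoproterenol · Material – HEK293 Y1/CNG channel cell line · Times – dye 3 h, compound 60 min room temperature, stimulation 45 min · Probe or stimulus – NPY (25 nM), isoproterenol (1 µM), Ro 20-1724 (25 µM) · Evaluation – % inhibition of NPY effect · Signal – fluorescence, membrane potential probe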
* hit, by the source's call; . = not tested or not shown.

1: CC1(C)Cc2c(sc(/N=C/N3CCCC3)c2C#N)C(C)(C)N1
2: CC1CC(=O)N(c2ccc(N(C)Cc3ccccc3)c([N+](=O)[O-])c2)C1=O (configuration not stated)
3: C=CCn1c(/N=C/c2ccc(N(C)C)cc2)nc2ccccc21
4: Cc1nc(NC(=O)c2ccccc2)sc1-c1csc(NCCc2ccccc2)n1
5: COc1cc(/C=C2/C(=O)N=C(N)N2C)cc(OC)c1OC
6: CCOC(=O)C1=C(C(F)(F)F)Nc2ncnn2C1c1ccc(OC)cc1OC (configuration not stated)
7: COc1cc(C)nc(NS(=O)(=O)c2ccccc2)n1
8: CC1CN(S(=O)(=O)Cc2ccccc2)CC(C)O1 (configuration not stated)
entry no.	1	2	3	4	5	6	7	8
Runt-CBFb FRET	-1	-2	-9	6	1	-4	0	0
NPY-Y1 PAM-ag	-1	9	7	-15	-22	3	-6	-3
Ba/F3 V617F tox	-4	0	1	0	-3	3	3	3
NPY-Y2 PAM-ag	3	2	-19	2	-1	-1	-4	8
S1P4 antagonist	-7	-2	-2	7	-2	1	-18	-2
BaF3 tox	4	6	3	3	3	10	8	5
RBBP9 inhibitor	10	1	6	-6	-4	-3	-2	2
S1P4 ag	-0.9	0.0	1.2	1.4	-1.1	0.3	0.6	-1.3
NPY Y1 blocker	2	-3	4	-1	-5	-3	4	3

9: CCOC(=O)c1sc2nc(N3CCOCC3)c3c(c2c1N)CC(C)(C)N(C)C3
10: CC1=C[C@H]2Cc3cc(C)cc(C)c3S(=O)(=O)[C@@H]2C=C1
11: O=C(NNC1=NCCC1)c1ccc(Br)cc1
12: Cn1c(N2C(=O)CC(Cc3ccccc3)C2=O)nc2ccccc21 (configuration not stated)
13: CCCC1(CCC)NC(=O)NC1=O
14: Cc1c(NC(=O)C(C)Sc2ncnc3ccccc23)c(=O)n(-c2ccccc2)n1C (configuration not stated)
15: Cc1ccc(-n2cccn2)cc1
16: c1cnc(N2CCN(Cc3c[nH]c4ccccc34)CC2)nc1
entry no.	9	10	11	12	13	14	15	16
Runt-CBFb FRET	0	0	-2	0	-1	1	0	9
NPY-Y1 PAM-ag	-21	-19	20	-18	4	16	0	7
Ba/F3 V617F tox	-1	-5	-5	2	-4	2	2	8
NPY-Y2 PAM-ag	4	5	3	5	-2	-2	-7	4
S1P4 antagonist	-5	-12	-9	-36	-9	-33	-12	-9
BaF3 tox	3	3	2	4	1	7	7	5
RBBP9 inhibitor	-12	-4	-1	-7	-6	-1	-5	3
S1P4 ag	-0.1	-3.0	4.9	2.3	-3.9	-0.6	-0.1	0.8
NPY Y1 blocker	1	0	-3	4	-6	2	-2	-1

17: O=C(CNC(=O)c1ccccc1)N/N=C/c1cccs1
18: CC(C)Cn1c(O)c2ccc(C(=O)N=NC(=O)c3cccnc3)cc2c1O
19: Cc1cn(Cc2ccccc2)c(=O)[nH]c1=O
20: O=C1CCCC(O)=C1N=Nc1cccc(C(=O)O)c1
21: C#CCn1c(=NC(=O)c2cccs2)sc2cccc(OCC)c21
22: O=C(NN=C1C2CC3CC1CC(Cl)(C3)C2)c1ccccn1
23: CCOc1c2ccc(C(=O)NC3CCCc4ccccc43)cc2nn1CC (configuration not stated)
24: CCN1C(=O)/C(=C\c2ccc3c(c2)OCO3)C(C(=O)OC)=C1C
entry no.	17	18	19	20	21	22	23	24
Runt-CBFb FRET	-1	-1	1	5	1	-1	1	-1
NPY-Y1 PAM-ag	6	6	1	24	-9	-30	-4	-22
Ba/F3 V617F tox	0	-2	0	-1	3	7	-2	-3
NPY-Y2 PAM-ag	-7	-1	0	-1	-4	-9	16	-8
S1P4 antagonist	-5	-2	-15	4	6	-4	-15	6
BaF3 tox	9	2	5	11	6	7	3	-4
RBBP9 inhibitor	1	-8	-5	8	-3	1	1	-3
S1P4 ag	1.8	0.1	2.0	2.9	0.1	-1.2	-0.6	1.4
NPY Y1 blocker	-1	-1	6	-2	8	4	1	-2

25: Cn1c(SCC(=O)NC(=O)c2cccc([N+](=O)[O-])c2)nnc1-c1ccc(F)cc1
26: CCCc1ncc(C(O)c2cccc(OC)c2)n1C (configuration not stated)
27: Cc1cnc2cc(Cl)ccc2c1SCC(=O)O
28: Cc1cc(Cl)ccc1NC(=S)NCC(C)C
29: Cc1nn(-c2ccc(F)cc2)c(Cl)c1/C=C/C(=O)OCC(=O)Nc1c(F)c(F)c(F)c(F)c1F
30: Cc1nn2c(N3CCOCC3)c3c(nc2c1-c1ccccc1)CCCC3
31: O=C(c1ccc(Cl)cc1)c1c[nH]c(C(=O)C(Cl)(Cl)Cl)c1
32: CC1=C(C(=O)OCc2ccc3c(c2)OCO3)C(c2cccc([N+](=O)[O-])c2)NC(=O)N1 (configuration not stated)
entry no.	25	26	27	28	29	30	31	32
Runt-CBFb FRET	-1	0	-1	-2	-2	-1	1	1
NPY-Y1 PAM-ag	7	6	-4	0	17	-16	-7	-5
Ba/F3 V617F tox	4	0	-4	3	-1	4	-3	1
NPY-Y2 PAM-ag	-5	14	7	15	6	-5	4	7
S1P4 antagonist	-9	-23	12	9	3	8	-26	0
BaF3 tox	7	-6	-4	5	-2	4	0	4
RBBP9 inhibitor	-12	5	-4	5	-10	-11	3	-8
S1P4 ag	-0.6	1.3	1.7	-3.3	-0.4	0.1	0.4	0.3
NPY Y1 blocker	-5	.	.	-5	2	-4	9	-5

33: O=C(O)/C(=C\C(=O)c1ccccc1)Nc1ccccc1
34: O=C(CN1C(=O)C2C3C=CC(C3)C2C1=O)NCCC1=CCCCC1 (configuration not stated)
35: CSc1nc(C)c2c(n1)N(c1cccc(C)c1)CC2
36: COc1ccccc1N1C(=O)CC(Sc2nc(C)cc(C)n2)C1=O (configuration not stated)
37: CCc1ccc(CNC(=O)c2cc3c(C)nc4ccccc4c3o2)cc1
38: Cc1csc(NC(=O)[C@@H]2CCCN2C(=O)c2cccs2)n1
39: CCc1n[n+](CC(=O)c2ccccc2)c(N)s1
40: Cc1nn(Cc2ccc(Cl)cc2Cl)c(Cl)c1/C=N/NC(=O)CNc1cccc(C(F)(F)F)c1
entry no.	33	34	35	36	37	38	39	40
Runt-CBFb FRET	-1	2	-2	6	1	1	1	1
NPY-Y1 PAM-ag	-14	-20	1	3	-11	25	3	-4
Ba/F3 V617F tox	0	-4	-1	0	-1	-2	-2	-1
NPY-Y2 PAM-ag	-2	4	-16	7	9	-9	2	6
S1P4 antagonist	-7	-31	-27	-3	-8	-22	-2	-2
BaF3 tox	1	0	5	6	7	5	4	7
RBBP9 inhibitor	-5	-9	-2	-2	-14	-3	-1	-6
S1P4 ag	1.4	-0.2	1.8	-0.4	-1.8	-1.1	-1.5	1.0
NPY Y1 blocker	.	2	4	1	1	2	-1	0

Another view of some results above.
[36] COc1ccccc1N1C(=O)CC(Sc2nc(C)cc(C)n2)C1=O (configuration not stated)
  Runt-CBFb FRET: 6 | NPY-Y1 PAM-ag: 3 | Ba/F3 V617F tox: 0 | NPY-Y2 PAM-ag: 7 | S1P4 antagonist: -3 | BaF3 tox: 6 | RBBP9 inhibitor: -2 | S1P4 ag: -0.4 | NPY Y1 blocker: 1

[37] CCc1ccc(CNC(=O)c2cc3c(C)nc4ccccc4c3o2)cc1
  Runt-CBFb FRET: 1 | NPY-Y1 PAM-ag: -11 | Ba/F3 V617F tox: -1 | NPY-Y2 PAM-ag: 9 | S1P4 antagonist: -8 | BaF3 tox: 7 | RBBP9 inhibitor: -14 | S1P4 ag: -1.8 | NPY Y1 blocker: 1

[38] Cc1csc(NC(=O)[C@@H]2CCCN2C(=O)c2cccs2)n1
  Runt-CBFb FRET: 1 | NPY-Y1 PAM-ag: 25 | Ba/F3 V617F tox: -2 | NPY-Y2 PAM-ag: -9 | S1P4 antagonist: -22 | BaF3 tox: 5 | RBBP9 inhibitor: -3 | S1P4 ag: -1.1 | NPY Y1 blocker: 2

Next results
41: Cc1ccc(CC(=O)Nc2cccc(C#N)c2)cc1
42: Cc1sc(/N=C/c2c(O)ccc3ccccc23)c(C#N)c1C
43: CCn1cc([N+](=O)[O-])c(C(=O)N2N=C(c3cccc4ccccc34)CC2c2ccccc2O)n1 (configuration not stated)
44: O=S(=O)(Nc1nc2c(s1)CCCC2)c1ccc2ccccc2c1
45: Cc1cc(C)nc(SCC(=O)N/N=C/c2cc(C)n(-c3ccccc3C)c2C)n1
46: COCCn1cnc2c(c1=O)c1nc3ccccc3nc1n2/N=C/c1cccc(OC)c1
47: COc1ccc(C(C(=O)NC2CCCC2)N(Cc2cccs2)C(=O)c2ccn[nH]2)cc1OC (configuration not stated)
48: CCN(CC)S(=O)(=O)c1ccc(Cl)c(OC)c1
entry no.	41	42	43	44	45	46	47	48
Runt-CBFb FRET	0	7	-1	2	22	5	1	0
NPY-Y1 PAM-ag	17	14	28	-33	-5	-13	10	0
Ba/F3 V617F tox	-1	3	3	-4	-1	1	-1	0
NPY-Y2 PAM-ag	-4	7	4	-7	-5	-8	3	-11
S1P4 antagonist	-17	7	3	-4	-31	9	10	-8
BaF3 tox	6	3	2	0	5	-4	2	6
RBBP9 inhibitor	-6	2	-25	-5	5	-7	-5	-12
S1P4 ag	1.6	-1.2	0.7	2.8	2.2	-0.8	1.8	1.0
NPY Y1 blocker	2	6	1	7	3	.	-2	-3

49: CC(=O)Nc1nc2nc(-c3ccccc3)cc(-c3ccccc3)n2n1
50: COC(=O)c1cccc(NC(=O)CSc2nnnn2C)c1
51: Cn1c(SCc2ccc(F)cc2)nnc1-c1cnccn1
52: O=C(O/N=C1/CCCc2occc21)c1ccc(Cl)cc1Cl
53: CC(C)C[C@H](NC(=O)OC(C)(C)C)C(=O)N/N=C/C1=Cc2ccccc2OC1C (some centres not stated)
54: COc1ccc2cc(C(C)=O)c(=O)oc2c1
55: COc1cc(-c2cc(N)n(S(=O)(=O)c3ccc(F)cc3)n2)cc(OC)c1OC
56: Cc1cc(-c2csc(NCc3ccccc3)n2)c(C)n1C
57: COc1ccc(NC(C)=O)cc1NC(=O)c1ccc2ccccc2c1
58: Cc1cccc(CN(CC(=O)N/N=C/c2ccco2)S(=O)(=O)c2ccc(Cl)cc2)c1
59: CC(C)OCCCNc1ncc2c(n1)CC(c1ccccc1)CC2=O (configuration not stated)
entry no.	49	50	51	52	53	54	55	56	57	58	59
Runt-CBFb FRET	-3	-2	-1	0	-6	19	1	2	-2	-3	5
NPY-Y1 PAM-ag	-9	-15	-2	-29	-2	10	-8	14	-13	-20	-2
Ba/F3 V617F tox	-6	-1	0	0	-1	-2	-3	-2	-4	3	3
NPY-Y2 PAM-ag	-10	0	16	-36	3	2	5	-12	-3	-10	4
S1P4 antagonist	-4	-1	4	-9	12	-23	-18	-5	8	0	-2
BaF3 tox	-2	4	0	5	2	3	-3	1	12	7	6
RBBP9 inhibitor	0	-1	-5	-9	-11	-5	-1	3	-11	-9	-7
S1P4 ag	0.0	0.6	2.7	-1.8	-0.2	0.3	0.0	-0.2	0.2	1.4	2.7
NPY Y1 blocker	-2	1	.	.	11	7	-1	-2	1	6	10

From PubChem BioAssay
